Screens: PubChem BioAssay, several laboratories
M5 PAM – human M5 muscarinic receptor positive allosteric modulators, primary screen, CHO-K1 cells, Fluo-8 calcium fluorescence. Muscarinic acetylcholine receptor M5 (Homo sapiens), P08912. CHO-K1 hM5, ACh EC20 PAM; 0% = ACh EC20, 100% = ACh EC100. activation, % at 3 µM. 360,000 tested, 0.3% active;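 active means activation above the run cutoff, the mean activation of all test compounds plus 3 SD, cut at about 18% in these data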
Target sequence (P08912 whole entry, looked up): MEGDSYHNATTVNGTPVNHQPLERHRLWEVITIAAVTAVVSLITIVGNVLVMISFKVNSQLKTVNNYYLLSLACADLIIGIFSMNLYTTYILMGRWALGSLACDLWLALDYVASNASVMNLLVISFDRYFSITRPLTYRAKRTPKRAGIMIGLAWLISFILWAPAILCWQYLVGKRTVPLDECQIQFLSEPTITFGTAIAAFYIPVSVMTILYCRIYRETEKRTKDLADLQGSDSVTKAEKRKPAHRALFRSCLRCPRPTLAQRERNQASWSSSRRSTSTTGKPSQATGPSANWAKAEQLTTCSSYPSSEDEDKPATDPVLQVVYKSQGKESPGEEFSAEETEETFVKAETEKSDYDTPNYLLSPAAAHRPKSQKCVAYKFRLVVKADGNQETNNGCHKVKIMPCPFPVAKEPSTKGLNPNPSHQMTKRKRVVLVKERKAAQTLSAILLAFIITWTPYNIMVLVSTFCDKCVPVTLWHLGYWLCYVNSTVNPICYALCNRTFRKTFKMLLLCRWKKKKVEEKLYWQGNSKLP
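System: CHO-K1 cell line with stable human muscarinic M5 receptor expression | Also added: EC20 acetylcholine as agonist stimulus | Compound: One concentration, 3 µM final (nominal) | Timing: Fluo-8 loading 80 min at 37 °C plus 30 min room temperature | Measured by: Fluo-8 calcium dye fluorescence, kinetic read | Read-out basis: % activation, ACh-normalized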
M1 PAM – human M1 muscarinic receptor positive allosteric modulators, primary screen, CHO-K1 cells, Fluo-8 calcium fluorescence, 1536-well; CHO-K1 hM1, ACh EC20; 0% = ACh EC20, 100% = maximal ACh; activation, % at 3 µM; 360,000 tested, 0.088% active; AID 588819, 2011; in the data active means activation above about 19%, passing the limit was not always enough
Target sequence (P11229 whole entry, looked up): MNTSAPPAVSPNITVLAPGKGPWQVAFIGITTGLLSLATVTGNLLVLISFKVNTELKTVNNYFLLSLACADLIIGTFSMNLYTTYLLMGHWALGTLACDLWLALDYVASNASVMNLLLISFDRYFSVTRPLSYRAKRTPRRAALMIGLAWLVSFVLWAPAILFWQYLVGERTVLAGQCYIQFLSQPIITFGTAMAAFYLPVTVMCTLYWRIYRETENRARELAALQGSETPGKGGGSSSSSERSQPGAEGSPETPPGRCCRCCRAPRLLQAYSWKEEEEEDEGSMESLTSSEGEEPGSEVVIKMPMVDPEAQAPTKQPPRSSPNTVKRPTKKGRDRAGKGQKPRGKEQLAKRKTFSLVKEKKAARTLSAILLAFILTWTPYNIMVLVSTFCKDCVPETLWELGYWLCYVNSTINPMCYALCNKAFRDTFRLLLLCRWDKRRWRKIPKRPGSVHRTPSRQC
CHRM5 agonist – human M5 muscarinic receptor agonists, primary screen, CHO-K1 cells, Fluo-8 calcium fluorescence. Muscarinic acetylcholine receptor M5 (Homo sapiens), P08912. CHO-K1 hM5 cells; 0% DMSO wells, 100% maximal acetylcholine response. activation, % at 3 µM. 360,000 tested, 0.19% active;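 active means activation above the run's mean over test compounds plus 3 SD, cut at about 23% in these data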;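 further: signal is peak over basal fluorescence ratio across the kinetic read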
CHRM4 agonist – human M4 muscarinic receptor agonists, primary screen, CHO-K1 cells, Fluo-8 calcium fluorescence. CHO-K1 hM4/Gqi5; vehicle 0%, full acetylcholine response 100%. activation, % at 3 µM. 360,000 tested, 0.14% active. AID 624127, 2012;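 active means activation above the run mean over all test wells plus 3 SD, cut at about 32% in these data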;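 further: peak over basal fluorescence ratio per well then scaled between controls; 0% = DMSO wells and 100% = acetylcholine at EC100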
CRFBP-R2 block – antagonists of CRF-BP/CRF-R2 complex, primary screen, cell-based, HEK293, calcium dye fluorescence, uHTS; CRF-induced calcium fluorescence; inhibition, % at 11.8 µM; 350,000 tested, 0.59% active; AID 588475, 2011;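 active means inhibition of the ligand-induced calcium signal above about 50% at the single tested concentration, limit read from the data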
M5 antag – human M5 muscarinic receptor antagonists, primary screen, CHO cells, Fluo-8 calcium fluorescence; CHO-hM5 cells, ACh EC80; inhibition, % at 3 µM; 360,000 tested, 0.59% active;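 active means inhibition above a per-plate cutoff, the mean of that plate's test compounds plus 3 SD, cut at about 27% in these data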;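 further: 0% = acetylcholine EC80 with DMSO and 100% = DMSO without agonist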
CHRM4 antagonist – human M4 muscarinic receptor antagonists, primary screen, CHO cells, Fluo-8 calcium fluorescence | Muscarinic acetylcholine receptor M4 (Homo sapiens), P08173 | CHO-hM4 cells, ACh EC80 | inhibition, % at 3 µM | 360,000 tested, 0.73% active | AID 624125, 2012;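 active means inhibition above its plate's cutoff, the mean inhibition of sample wells plus 3 SD, cut at about 27% in these data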;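 further: 0% = acetylcholine EC80 with DMSO and 100% = DMSO without agonist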
CRFR2-BP ag – agonists of CRF-BP/CRF-R2 complex, primary screen, cell-based, HEK293, calcium dye fluorescence, uHTS | calcium dye fluorescence (FLIPR); percent of saturating CRF peptide response | activation, % at 13.2 µM | 350,000 tested, 0.46% active | AID 588473, 2011;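 active means activation of at least 50%, plus an integration ratio under a set limit after plate pattern correction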;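 further: plate controls were neutral control wells without compound for no effect and CRF at EC100 for full effect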
CHRM4 PAM – human M4 muscarinic receptor positive allosteric modulators, primary screen, CHO-K1 cells, Fluo-8 calcium fluorescence | Muscarinic acetylcholine receptor M4 (Homo sapiens), P08173 | CHO-K1 hM4/Gqi5, ACh EC20; 0% = ACh EC20, 100% = maximal ACh | activation, % at 3 µM | 360,000 tested, 0.4% active | AID 624126, 2012;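 active means activation above its plate's cutoff, the mean activation of sample wells plus 3 SD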; further: some results filed as inactive read as strong as hits
* = called active by the depositor.

Screens in order: M5 PAM | M1 PAM | CHRM5 agonist | CHRM4 agonist | CRFBP-R2 block | M5 antag | CHRM4 antagonist | CRFR2-BP ag | CHRM4 PAM
#1 O=c1[nH]cc(NCCc2ccccc2)c(=O)[nH]1
→ -13 | 9 | -1 | 2 | 14 | -9 | -4 | -0.9 | 0
#2 Cc1cc(C)c(C(=O)Nc2ccc(S(=O)(=O)Nc3ccccn3)cc2)c(C)c1
→ 7 | 14 | -1 | 1 | -2 | -2 | -10 | -0.4 | 2
#3 CCCCCCCCCNC(=O)[C@H](NC(=O)COc1ccccc1)[C@@H]1NC(C(=O)OC)C(C)(C)S1 (some centres not stated)
→ -4 | -3 | 3 | 3 | -5 | -1 | -3 | 0.6 | 11
#4 COc1ccc(CNC(=O)C2CCN(S(=O)(=O)c3ccc(N4CCCC4=O)cc3)CC2)cc1
→ -3 | 9 | 0 | 1 | -14 | 7 | 1 | -0.9 | 3
#5 COc1cccc([C@@H]2CC=C(C(=O)O)[C@H](c3ccccc3)N2S(=O)(=O)c2ccc(C)cc2)c1
→ 1 | 12 | 5 | 1 | -4 | 0 | 5 | -1.1 | 10
#6 COc1ccc(-c2c(C)nc3c(-c4ccccn4)cnn3c2N)cc1
→ -8 | 0 | 3 | 12 | -9 | 11 | 11 | 4.6 | -4
#7 COC(=O)c1ccc(OCC(=O)NC(C)(C)C)cc1
→ -3 | 11 | 0 | 1 | -7 | 3 | -11 | 2.4 | 5
#8 Cc1nn(-c2ccccc2)c(C)c1NC(=O)COC(=O)Cc1ccccc1F
→ -3 | 8 | 3 | 6 | -13 | 5 | -8 | 0.6 | 2
#9 O=C(c1ccccc1)c1c[nH]cc1-c1ccccc1
→ 1 | -1 | -4 | 0 | 11 | 5 | 6 | -0.6 | -1
#10 Cc1cc(C(=O)N2CCN(S(C)(=O)=O)CC2)cs1
→ 6 | 9 | 2 | 0 | -1 | -8 | -1 | 2.4 | 7
#11 COc1ccc(OCC(=O)N2CCN(C(=O)c3cccs3)CC2)cc1
→ 1 | 5 | -3 | 2 | 3 | -8 | 4 | -0.3 | 0
#12 COc1ccc(NC(=O)c2ccc(OC(F)F)cc2)cc1Cl
→ 3 | -2 | -6 | 3 | 18 | 0 | -18 | -1.6 | 6
#13 N#CCCn1cc(CNCc2ccccc2)c(-c2cccc([N+](=O)[O-])c2)n1
→ -3 | 7 | -2 | 1 | -13 | 2 | 4 | 1.8 | -2
#14 CC(C)(C)OC(=O)N1CCC[C@H]1c1nnc(SCc2cccc(Cl)c2)o1
→ -11 | 3 | 0 | 5 | 16 | 14 | -13 | -0.4 | -6
#15 Cc1cc2oc(C(=O)NCCc3ccc(S(N)(=O)=O)cc3)cc(=O)c2cc1C
→ 2 | 9 | -4 | 0 | 5 | 5 | 10 | -0.2 | -7
#16 CCOc1ccc(C(=O)N2CCCN(C(=O)c3ccc(OCC)cc3)CC2)cc1
→ 7 | 2 | 0 | 0 | -5 | 0 | 5 | 0.1 | 0
#17 CCOc1ccc(S(=O)(=O)Nc2cc(C)ccn2)c2ccccc12
→ -3 | -1 | 1 | 4 | 6 | 2 | 3 | 1.4 | -7
#18 Cc1cccc(NCc2ccc(O)c3ncccc23)c1
→ -3 | -6 | -2 | 1 | 9 | 3 | -10 | -1.9 | 1
#19 CC(C)c1ccc(N(CC(=O)NCc2ccco2)C(=O)CCC(=O)Nc2nccs2)cc1
→ -1 | 2 | 0 | 3 | -13 | 8 | -11 | -0.7 | 9
#20 O=C(c1cc(COc2ccc(F)cc2Cl)on1)N1CC[C@@H]2CCCC[C@H]2C1
→ -1 | 1 | -4 | 0 | 1 | 8 | -2 | 2.0 | -2
#21 COc1ccc2c(c1)c1nnc(SCC(=O)N3C(C)CCCC3C)nc1n2C (configuration not stated)
→ -5 | -5 | 1 | 3 | -20 | -3 | -2 | 3.5 | -1
#22 COCc1nnc(NC(=O)CCSc2ccccc2)s1
→ 3 | 0 | 4 | -1 | -37 | -6 | 0 | 0.7 | 6
#23 Cc1cnc(C(=O)OCC(=O)N2CCN(C(=O)c3ccco3)CC2)cn1
→ 2 | -5 | 0 | 0 | 0 | 2 | 0 | -0.1 | 5
#24 O=C(C1=C[C@@H](C2CC2)C[C@@H](OCCCCO)O1)N1CCN(Cc2ccc3c(c2)OCO3)CC1
→ 4 | 3 | 3 | 3 | 5 | 7 | -9 | -2.4 | -1
#25 COc1ccc(-c2cc(=O)oc3cc(OC(=O)C4CCCCC4)ccc23)cc1
→ 0 | 3 | -2 | -1 | -13 | 3 | 5 | -0.4 | 1
#26 O=C(NCc1ccc(Cl)s1)C1CCC(=O)N(CCc2ccccn2)C1 (configuration not stated)
→ -2 | -1 | -6 | 1 | -6 | 15 | 2 | 0.1 | 6
#27 CC1CN(S(=O)(=O)c2cccc(C(=O)Nc3ccc(S(=O)(=O)Nc4ncccn4)cc3)c2)CC(C)O1 (configuration not stated)
→ 0 | 7 | -3 | 0 | -20 | 6 | -4 | 0.1 | 13
#28 CCCc1ccc(-c2cc(C(=O)NC3=NCCS3)c3ccccc3n2)cc1
→ 1 | -15 | 0 | 2 | -59 | -3 | 2 | 1.3 | -9
#29 O=C1Nc2ccc(S(=O)(=O)N3CCOCC3)c3cccc1c23
→ 0 | 9 | -2 | 1 | 17 | 1 | 3 | -0.3 | -3
#30 CCCNC(=O)Nc1cc(C)on1
→ -5 | 8 | 0 | 1 | 17 | 2 | -1 | 1.0 | 2

(listing goes on)
Screens in order: M5 PAM | M1 PAM | CHRM5 agonist | CHRM4 agonist | CRFBP-R2 block | M5 antag | CHRM4 antagonist | CRFR2-BP ag | CHRM4 PAM
#31 Cc1ccc(-c2ccccc2)n1-c1ccc(C(=O)O)cc1
→ 2 | 12 | -2 | 2 | -18 | 1 | -6 | 0.3 | 4
#32 O=C1CN(C(=O)c2ccc(F)c(S(=O)(=O)N3CCOCC3)c2)c2ccccc2N1
→ 10 | 6 | 3 | 2 | -20 | 1 | -5 | 7.6 | 0
#33 O=C(O)CCCCCCCCc1cn(CN2C(=O)c3ccccc3C2=O)nn1
→ 7 | 4 | 5 | 1 | 0 | -3 | -6 | -1.9 | -1
#34 CCOC(=O)c1cnc(-c2ccc(C(F)(F)F)cn2)[nH]c1=O
→ -5 | 11 | -2 | 0 | 0 | 8 | -2 | 0.9 | 1
#35 CCOc1ccc(-c2nnc(NC(=O)C3CCCC3)o2)cc1
→ 2 | 12 | -1 | 1 | -10 | 0 | 3 | -0.2 | -3
#36 CC1=CC(c2ccc(Cl)cc2)n2nc(NC(=O)CCC(=O)O)nc2N1 (configuration not stated)
→ -2 | 0 | 0 | 0 | 4 | 4 | 4 | -0.9 | -1
#37 COc1cc(OC)cc(-c2ncc3ccccn23)c1
→ 2 | 1 | -1 | 1 | 5 | -5 | -2 | 2.0 | -2
#38 COc1cc(/C=N/NC(=O)c2cccc3ccccc23)ccc1OCC(N)=O
→ 5 | 4 | -3 | 2 | -6 | 8 | -18 | 3.1 | 3
#39 CCC(C(=O)NCc1ccco1)n1nc(-c2ccc(OC)cc2)ccc1=O (configuration not stated)
→ 1 | -2 | -3 | 1 | 4 | 4 | -1 | 0.3 | -1
#40 Cc1cccn2c(=O)c(C=NCc3ccco3)c(Nc3ccc(SC(F)F)cc3)nc12
→ 5 | 4 | -2 | 13 | -4 | -2 | 15 | 1.7 | -2
#41 COc1ccc(S(=O)(=O)N(C)C[C@@H]2Oc3ccc(NS(C)(=O)=O)cc3C(=O)N([C@@H](C)CO)C[C@H]2C)cc1
→ -4 | 12 | 1 | 0 | -3 | 17 | -10 | 9.8 | 6
#42 Cc1cccc(NC(=O)CSc2nnc(-c3ccncc3)n2CC2CCCO2)c1 (configuration not stated)
→ 4 | 9 | -4 | -1 | 13 | 9 | -9 | -0.4 | 4
#43 Nc1nc(COc2ccc3ccccc3c2)cs1
→ -6 | 7 | 5 | 4 | -50 | -3 | -11 | 3.4 | 8
#44 O=C(O)CC1(CC(=O)NCc2cc(F)cc3c2OCOC3)CCCCC1
→ -3 | 4 | 2 | 6 | -10 | 12 | 0 | -0.6 | -3
#45 COc1ccc(-c2csc(Nc3cc(C)ccn3)n2)cc1OC
→ 2 | 6 | 9 | 5 | 13 | 9 | -5 | -0.4 | -1
#46 COc1cccc(/C=C2\SC(=O)NC2=O)c1OCc1ccc(C(=O)O)cc1
→ 5 | 15 | 1 | 1 | -4 | -25 | -7 | -2.0 | 9
#47 Cc1ccc(C(=O)O/N=C2/CC3CCC2(C)[C@@]3(C)CBr)cc1 (some centres not stated)
→ 7 | 0 | 5 | -1 | -14 | -5 | -26 | 0.3 | -8
#48 NC(=O)NCc1cccs1
→ -7 | -4 | -3 | 5 | 0 | -2 | -4 | -1.8 | 1
#49 CC1(C)CC(=O)C2=C(C1)NC(SCC(N)=O)=C(C#N)C21CCCCC1
→ 3 | 7 | -3 | -1 | 5 | 1 | 4 | 0.3 | 14
#50 CCOc1ccccc1N(CC(=O)N/N=C(\C)c1cccc(Br)c1)S(C)(=O)=O
→ -5 | 1 | -5 | 2 | -16 | -10 | -9 | -1.3 | 3
#51 Cc1c(C)n(CCc2ccccc2)c2ncnc(NCCO)c12
→ -5 | -4 | 0 | 8 | 16 | 11 | 10 | -2.4 | -6
#52 c1ccc(-n2nnnc2NCCc2c[nH]c3ccccc23)cc1
→ -8 | 10 | 3 | 11 | -8 | 4 | -1 | -1.0 | -3
#53 O=C(NC(=S)N1CCN(c2ccc(C(F)(F)F)cc2[N+](=O)[O-])CC1)c1cccs1
→ -7 | 1 | -3 | 1 | -21 | -5 | 3 | -5.0 | 6
#54 Cc1cc(C)nc(SCC(=O)Nc2ncc(C(F)(F)F)cc2Cl)n1
→ 2 | 2 | -2 | 1 | -6 | -4 | -5 | 2.0 | 0
#55 O=C(CN1CCN(S(=O)(=O)c2ccc(Br)cc2)CC1)Nc1ccc(F)cc1F
→ -11 | 2 | -3 | 6 | 6 | 3 | 9 | 3.1 | 5
#56 CC1Cc2ccccc2N1S(=O)(=O)c1cnc(Cl)c(Br)c1 (configuration not stated)
→ 1 | 4 | -2 | 0 | 19 | 7 | -4 | -0.3 | 12
#57 CCc1nc(SCC(=O)Nc2c(C)n(C)n(-c3ccccc3)c2=O)n[nH]1
→ -4 | -2 | -2 | 0 | 16 | -4 | -7 | -0.3 | 1
#58 COc1cc(O)c(C(CCN2CCCC2)c2ccc3c(c2)OCO3)c(OC)c1 (configuration not stated)
→ 9 | -7 | -11 | 1 | -6 | 2 | 5 | 0.3 | 1
#59 Cn1nc(-c2ccccc2)c2nc3ccccc3nc21
→ 5 | 3 | -1 | 0 | -205 | -3 | -3 | 253 | 4
#60 Cc1nc(Nc2ccccc2)c2oc3ccc(Cl)cc3c2n1
→ -11 | -10 | -9 | 1 | -23 | 7 | -11 | 0.8 | -7
